Compound activity deposited in PubChem BioAssay by Broad Institute.
INS-1E GSIS act: primary screen for activators of insulin secretion dependent on glucose, INS-1E cells, GLuc reporter luminescence; INS-1E GLuc reporter insulin secretion, 2-3 h; activation, % at 16.6 µM; 370,000 compounds, 0.61% hits;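 active = lowest replicate activation of at least 40%, so every replicate reaches that level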;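 note: 0% = median of neutral control wells and 100% = median of IBMX positive control wells; some compounds called inactive have numbers as strong as hits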
RAD52 anneal inh: blocks human RAD52 DNA annealing; recombinant RAD52 DNA annealing, FRET fluorescence; 360,000 compounds, 0.46% hits; AID 651710; inhibition, % at 18.7 µM; P43351;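 active = every replicate showing at least 50% inhibition; inconclusive = mean inhibition at least 50% but not in every replicate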
Target sequence (P43351 whole entry, looked up): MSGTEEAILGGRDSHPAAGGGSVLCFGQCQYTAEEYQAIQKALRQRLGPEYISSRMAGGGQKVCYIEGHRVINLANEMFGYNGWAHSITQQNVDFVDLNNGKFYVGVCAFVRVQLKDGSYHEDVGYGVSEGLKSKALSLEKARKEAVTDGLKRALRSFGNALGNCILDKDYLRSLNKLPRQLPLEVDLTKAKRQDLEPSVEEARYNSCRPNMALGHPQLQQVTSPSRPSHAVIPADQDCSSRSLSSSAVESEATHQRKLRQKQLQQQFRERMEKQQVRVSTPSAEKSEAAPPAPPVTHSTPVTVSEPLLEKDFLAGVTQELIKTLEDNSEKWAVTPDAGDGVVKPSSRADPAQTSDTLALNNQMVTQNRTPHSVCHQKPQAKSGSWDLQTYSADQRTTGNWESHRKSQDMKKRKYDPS
Casp6 inh: blocks human caspase-6 cleavage activity; inhibition, % at 12.5 µM; purified caspase-6, Z-VEID-R110 cleavage fluorescence; P55212; 350,000 compounds, 0.53% hits; AID 686996;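 active = mean inhibition across replicates at least about 35%, with every replicate also reaching that limit, limit read from the data; inconclusive = only one of the two criteria met; inactive = neither criterion met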;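 note: 0% = median of neutral control wells and 100% = no fluorescence left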
DENV2 CPE: inhibitors of DENV2 cytopathic effect; DENV2-infected cells, cytopathic effect rescue, plate reader; CPE inhibition, % at 9.99 µM; 350,000 compounds, 1.7% hits; AID 651640; in the data active = CPE inhibition above about 20%, passing the limit was not always enough; inconclusive = no clear call, values can overlap the other calls; tested in BHK-21 cells;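 note: 0% = median of neutral control wells and 100% = median of positive control wells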
RAD54 inh: blocks human RAD54 Holliday junction branch migration; Q92698; FAM/BHQ fluorescence; inhibition, % at 10.4 µM; 360,000 compounds, 0.14% hits; AID 602329;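 active = mean normalized replicate activity at least 40 and at least half of replicates scoring 40 or more; inconclusive = only one of the two criteria met; inactive = mean below 40 and under half of replicates reaching 40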;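 note: 0% = median of neutral control wells and 100% = median of positive control wells; inhibitors cause a drop in the FAM fluorescence signal; in these data hits start at about 50%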
E-sel inducer: induces E-selectin expression in human endothelial cells; 260,000 compounds, 0.37% hits; P16581; activation, % at 7.58 µM; HUVEC E-selectin immunofluorescence imaging; normalized: neutral wells 0, TNF-alpha wells 100;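 active = mean E-selectin-positive cell signal at least 10% of the positive control, reached in at least 60% of replicates, without over 20% cell loss; inconclusive = no rule given, readout overlaps actives, possibly toxicity-flagged; inactive = the rest, including those meeting only one limit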;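 note: in these data hits start at about 27%; measured in HUVEC primary endothelial cells; signal is the percent of cells scored E-selectin positive by PE staining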
Target sequence (P16581 whole entry, looked up): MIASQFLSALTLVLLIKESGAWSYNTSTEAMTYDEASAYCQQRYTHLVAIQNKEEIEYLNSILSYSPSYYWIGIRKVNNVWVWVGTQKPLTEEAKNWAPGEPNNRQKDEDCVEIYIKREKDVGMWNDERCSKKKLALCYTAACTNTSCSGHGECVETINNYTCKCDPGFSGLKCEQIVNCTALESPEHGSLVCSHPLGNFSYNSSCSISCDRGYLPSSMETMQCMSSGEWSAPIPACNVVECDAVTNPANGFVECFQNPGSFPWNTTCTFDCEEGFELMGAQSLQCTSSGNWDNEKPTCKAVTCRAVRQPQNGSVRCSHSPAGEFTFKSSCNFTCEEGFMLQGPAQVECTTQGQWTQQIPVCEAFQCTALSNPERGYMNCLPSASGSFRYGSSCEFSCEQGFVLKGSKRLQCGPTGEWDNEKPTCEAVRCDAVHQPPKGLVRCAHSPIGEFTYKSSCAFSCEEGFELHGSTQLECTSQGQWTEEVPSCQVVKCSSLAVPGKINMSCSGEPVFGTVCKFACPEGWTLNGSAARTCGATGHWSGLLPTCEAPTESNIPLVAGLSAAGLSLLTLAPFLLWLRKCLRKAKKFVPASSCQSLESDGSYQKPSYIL
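Read-out: % PE-positive cells | Test system: HUVEC | Doses: One compound dose added by pin transfer | Buffer or medium: EGM-2 over gelatin coat | Signal: Immunofluorescence imaging | Benchmarks: TNF-alpha, DMSO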
CFTR F508del cor: correctors of CFTR F508del function in bronchial epithelial cells | CFBE cells, YFP halide quenching; stimulated with forskolin plus potentiator P3; % fluorescence drop versus neutral controls | AID 720511 | activity (quench increase), % at 7.58 µM | 350,000 compounds, 0.36% hits;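 active = mean added fluorescence quench of at least 8% versus neutral control, with both replicates also reaching 8%; inconclusive = only one of the mean or replicate conditions met; inactive = mean below 8% and not both replicates reaching 8%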;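 note: cells transiently co-express mutant CFTR-F508del with the halide-sensitive YFP; corrector assay measuring rescue of mutant channel to the surface after 24 h compound exposure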
XiGFP reactiv: activators of X-chromosome reactivation in mouse fibroblasts; XiGFP mouse fibroblasts, % GFP-positive cells imaging, 3 d; cells co-treated with 5-aza-dC sensitizer; scaled so ellipticine positive control = 100%; activation, % at 7.58 µM; 360,000 compounds, 0.055% hits; AID 743238;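 active = mean normalized replicate activation at least 10% and every replicate at or above 10%; inconclusive = only one of the two criteria met; inactive = mean below 10% and not all replicates reach 10%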;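 note: 0% = median of on-plate neutral control wells and 100% = ellipticine 6 µM median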
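System: 68-5-11 XiGFP fibroblast line | Buffer or medium: DMEM containing 5-aza-dC | Compound: Single point | Times: Compounds 3 days, fix/stain 15 min at room temperature | Benchmarks: Positive control ellipticine, 6 µM final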
An asterisk follows results filed as active; u = inconclusive; x = not tested or not shown; & = joins results of further samples.

SMILES	INS-1E GSIS act	RAD52 anneal inh	Casp6 inh	DENV2 CPE	RAD54 inh	E-sel inducer	CFTR F508del cor	XiGFP reactiv
COC(=O)c1ccc(OC(C)C(=O)c2ccc(C)cc2)cc1 (centres undefined)	-7	-10	0	1	-4	-0.7	x	0.1
C[C@@H]1CN([C@H](C)CO)C(=O)c2cc(-c3cncnc3)cnc2O[C@H]1CN(C)C(=O)c1cccc(F)c1	8	-9	-2	4	-5	0.0	-0.8	-0.9
CCCn1nnc(NC(=S)NC(=O)C(C)(C)C)n1	0	-13	2	x	1	x	x	0.0
CCN1C[C@@H]2[C@@H]3C(=O)N(Cc4ccccc4)C(=O)[C@@H]3[C@](Cc3ccccc3)(C1=O)N2C(=O)c1ccc(C(C)(C)C)cc1	-16	-14	1	-6	-18	-0.1	2.0	0.0
CC(C)COc1cccc(C(=O)N2CCN(C(=O)c3ccco3)CC2)c1	-7	-5	0	10	8	-1.8	1.5	0.1
Cc1ccc(OCc2cc(C(=O)N(C)CCn3ccnc3C)no2)cc1C	1	-10	-2	0	10	x	-0.4	0.2
C[C@H]1CCCCO[C@H](CN(C)C(=O)c2ccccc2)[C@@H](C)CN([C@@H](C)CO)C(=O)c2cc(NC(=O)NC3CCCCC3)ccc2O1	-31	5	0	15	1	0.0	0.7	0.3
CCOC(=O)c1sc(=S)n(C)c1NC(=O)c1cccc(Br)c1	-45	-10	0	2	-2	20	-1.0	0.0
COCCCn1c(SCC(=O)N2CCOCC2)nc2ccccc2c1=O	4	-4	2	9	0	-9.6	-2.6	0.3
Cc1cc(NC(=O)c2ccc(Br)cc2)nc(C)n1	9	-8	1	5	-3	4.0	0.0	0.0
COc1cc(CN2CCCN(C)CC2)cc([N+](=O)[O-])c1O	8	-14	-6	-1	4	x	-1.8	0.2
CC(C(=O)Nc1ccccc1)N(C)Cc1cccs1 (centres undefined)	33	-20	-1	-4	6	x	-2.9	0.3
CCNS(=O)(=O)c1ccc(NC(=O)c2ccc(Cn3cc([N+](=O)[O-])cn3)o2)cc1	-5	-12	4	-4	x	-0.7	1.4	0.0
COC(=O)c1cc(NC(=O)C2CC(=O)NC(=NCc3ccc(OC)cc3)S2)cc(C(=O)OC)c1 (centres undefined)	7	-16	-1	10	x	x	-1.5	0.0
C[C@H](CO)N1C[C@H](C)[C@@H](CN(C)C)Oc2ncc(C#Cc3cccnc3)cc2C1=O	8	3	-3	10	6	0.2	-3.4	-1.0
C[C@@H]1CN([C@H](C)CO)C(=O)c2cc(-c3cccnc3)cnc2O[C@@H]1CN(C)C(=O)c1cccc(F)c1	20	13	-3	11	4	0.4	-0.1	-0.5
CCC1Nc2ncnc(N3CCCCC3)c2N(Cc2ccc(OC)cc2)C1=O (centres undefined)	-6&33	-33&2	5&2	u	3&-1	0.0&1.3	1.7&0.0	0.1&0.0
Cc1noc(C)c1NC(=O)Nc1ccc2c(c1)C(=O)N([C@@H](C)CO)C[C@@H](C)[C@@H](CN(C)S(=O)(=O)c1ccc(Cl)cc1)OCCCC[C@@H](C)O2	-14	-18	4	-5	-6	0.2	1.8	0.0
O=C(c1cnccn1)N1CC(=O)N2[C@H](C1)[C@@H](c1ccc(-c3ccc(F)cc3)cc1)[C@@H]2CO	8	0	-1	-6	x	0.5	4.1	0.3
CCCCN(C)CCNC(=O)C1CCN(S(=O)(=O)c2cccc3nsnc23)CC1	-3	-7	-4	5	-9	x	-1.8	0.0
Cc1onc(-c2ccccc2)c1C(=O)NCc1ccc(F)cc1	7	-15	-3	2	x	0.0	0.2	0.0
NC(=O)c1ccccc1	-6	7	-1	-1	4	0.1	-3.7	0.2
C[C@H]1CN([C@@H](C)CO)C(=O)c2c(c3ccccc3n2C)-c2ccccc2CO[C@H]1CN(C)C(=O)CCN(C)C	20	51*	-1	-3	6	0.1	2.7	-0.8
CCOc1ccc(C(=O)NCC(=O)NCCSc2ccc(Br)cc2)cc1OCC	-20	2	1	-5	-5	0.0	-1.3	0.0
Cc1cccc(N(C)S(=O)(=O)c2ccc(-c3cc(C)no3)s2)c1	x	-32	-2	-3	-5	x	12*	1.8
N#C[C@@H]1[C@H](c2ccc(C#Cc3cccc(F)c3)cc2)[C@@H](CO)N1C(=O)C1CCC1	-5	10	0	16	3	-0.2	3.7	0.2
CCOC(=O)c1cnc2c(C#N)cnn2c1N	12	-14	-2	-3	x	1.4	-1.8	0.0
CCc1nnc(NC(=O)CSc2ccc(-c3cccs3)nn2)s1	17	-24	-1	1	-1	6.9	-1.9	0.1
COCCNC(=S)NNC(=O)CSCc1ccc(Cl)cc1Cl	5	-17	-3	1	4	0.9	-2.2	0.3
CCOc1ccc(/C=N/NC(=O)c2cc(-c3cccn3C)n[nH]2)cc1	5	-9	1	-5	x	x	-0.2	0.4
CCC(=O)C1=C(O)C(c2cccc(Oc3ccccc3)c2)CCC1=O (centres undefined)	-18	-4	-1	2	1	x	-1.8	0.0
C[C@H]1CN([C@@H](C)CO)C(=O)c2cccc(NC(=O)Nc3ccccc3)c2O[C@H]1CN(C)C	-3	13	-1	u	8	0.1	-0.3	-1.1
Cc1ccc(C)c(NC(=O)CCN2CCc3ccccc3C2)c1	7	-5	x	15	x	0.1	3.2	-0.1
CCOc1cc(C2Nc3ccccc3C(=O)N2c2ccccc2)ccc1O (centres undefined)	-18	-9	2	1	8	x	-2.1	x
O=C(NCCN1CCOCC1)c1cccc(S(=O)(=O)Nc2ccc(F)cc2)c1	-5	3	-2	-4	-4	x	0.6	0.0
COCCNC(=O)C[C@H]1C=C[C@H](NC(=O)NC2CCCC2)[C@@H](CO)O1	15	-23	3	0	2	-0.4	4.5	-0.2
O=C(Nc1c(-c2ccc3c(c2)OCO3)[nH][nH]c1=O)c1ccc2c(c1)OCO2	x	2	7	-8	1	1.1	-3.6	0.1
COC(=O)C1=C(CS(=O)(=O)c2ccc(OC)cc2)NC(=O)NC1c1ccccc1 (centres undefined)	3	-6	2	3	x	0.0	-3.2	0.0
CC1CN(C(=O)CCC(=O)NCc2ccccn2)c2ccccc2O1 (centres undefined)	17	-7	-2	-6	10	-0.1	-0.4	0.0
COc1cc(C(=O)Nc2ccc(C(N)=O)cc2)c([N+](=O)[O-])cc1OC	10	-15	-2	1	x	0.5	1.4	0.4
O=C(COC(=O)c1ccc(F)cc1F)Nc1ccc2c(c1)OCO2	12	-9	0	-2	-4	0.1	2.5	0.4
NS(=O)(=O)c1ccc(CCNC(=O)/C=C/c2cccc([N+](=O)[O-])c2)cc1	7	-15	3	1	x	x	1.9	0.0
CN(C)CC#Cc1ccc([C@@H]2[C@H](CO)N3CCCCN(C(=O)C4CCC4)C[C@@H]23)cc1	28	-3	0	2	-9	0.2	0.1	0.2
O=C(NCCCO)C(=O)Nc1cc2c3c(c1)CCN3C(=O)CC2	-8	10	-2	3	4	x	-0.2	0.0
COCc1cc(=O)[nH]c(SCCS(=O)(=O)c2ccc(C)cc2)n1	21	2	1	0	x	x	-2.6	-0.2
CCSc1nc(C)c(C)c(=O)[nH]1	14	-11	-2	0	-7	0.0	-0.5	0.3
COCCCN(C(=O)C1CCCCC1)c1c(N)n(Cc2ccccc2)c(=O)[nH]c1=O	0	2	2	12	1	0.1	-3.1	0.1
O=C(CCC1CCCC1)NCCS(=O)(=O)N1CCN(c2ccccc2F)CC1	-11	-15	-1	13	x	x	-2.2	0.6

Three compounds out of the list above, ordered by the number in DENV2 CPE, highest first:
SMILES | INS-1E GSIS act | RAD52 anneal inh | Casp6 inh | DENV2 CPE | CFTR F508del cor
COCc1cc(=O)[nH]c(SCCS(=O)(=O)c2ccc(C)cc2)n1 | 21 | 2 | 1 | 0 | -2.6
O=C(COC(=O)c1ccc(F)cc1F)Nc1ccc2c(c1)OCO2 | 12 | -9 | 0 | -2 | 2.5
CC1CN(C(=O)CCC(=O)NCc2ccccn2)c2ccccc2O1 (centres undefined) | 17 | -7 | -2 | -6 | -0.4

The list continues.
SMILES	INS-1E GSIS act	RAD52 anneal inh	Casp6 inh	DENV2 CPE	RAD54 inh	E-sel inducer	CFTR F508del cor	XiGFP reactiv
Cn1c(=O)[nH]c2c(c(C(=O)O)nn2C)c1=O	5	-2	-1	-7	-9	-0.2	-1.7	0.1
O=S(=O)(c1cc(F)ccc1F)N1CCN(c2ncccn2)CC1	-1	-2	-3	3	0	x	-2.8	0.3
COc1ccc(NC(=O)N2C[C@H]3[C@@H](c4ccccc42)[C@@H](CO)N3C(=O)C2CC2)cc1	12	-4	2	-1	-2	-0.2	-1.7	0.0
COc1cccc([C@@H]2CC=C(C(=O)O)[C@H](c3ccc(Br)cc3)N2S(=O)(=O)c2ccc(C)cc2)c1	-24	-12	11	-4	-20	x	-0.2	-0.1
Cc1cc(C)c(C)c(S(=O)(=O)N2CCC(C(=O)N3CCCC3)CC2)c1C	7	-3	0	1	13	x	1.1	-0.4
CC(C)(C)n1nc2c(c1NC(=O)c1cc3ccccc3o1)CS(=O)(=O)C2	27	8	-5	-6	7	5.8	-1.5	0.4
O=[N+]([O-])c1ccccc1Nc1nc(-c2cccnc2)cs1	-12	-7	-4	-3	3	x	2.7	0.0
COc1cc(C)c(C)cc1S(=O)(=O)N1CCCc2ccccc21	-25	-1	-1	-5	-3	x	3.5	0.1
Cc1cc(/C=N/NC(N)=O)c(C)n1-c1ccc(F)cc1	-1	-18	1	-4	x	0.0	x	0.1
CC(C)(C)OC(=O)C1=CC[C@@H](c2ccc(Cl)c(Cl)c2)N(S(=O)(=O)c2ccc(F)cc2)[C@H]1c1cccc(F)c1	2	-13	-1	-12	-3	1.0	-3.0	0.0
COc1cc(C)c(NC(=O)C(=S)NCCc2ccccc2)cc1C	-5	-5	-4	2	7	1.6	1.4	-0.1
O=C(c1cccc(F)c1)N1C[C@@H]2[C@H](c3ccccc31)[C@@H](CO)N2C(=O)C1CCCCC1	5	-9	-2	-11	-1	-0.2	0.1	-0.1
CC(C)OCCCNC(=O)CN1C(=O)/C(=C/c2ccccc2)Sc2ccccc21	-28	-7	1	-3	x	-1.6	x	0.9
COc1ccc(N2CC(C(=O)NC3CCSC3=O)CC2=O)cc1 (centres undefined)	-9	-1	-4	3	-10	x	3.9	0.1
O=c1cc(N2CCc3ccccc32)[nH]c(=O)n1-c1ccc(Cl)cc1	-16	-5	x	1	x	x	3.9	0.2
O=C(NCCc1ccccc1)[C@@H]1CC=C[C@@H]2CCN(Cc3ccccc3)C(=O)[C@@H]21	-13	x	x	x	-4	6.4	-0.7	0.1
Cc1cccc(N2C(=O)C(O)=C(C(=O)c3cccs3)C2c2ccc(C(C)C)cc2)n1 (centres undefined)	x	-18	0	1	x	x	-1.3	0.0
CSc1nc(-c2ccc(N(C)C)cc2)c(C#N)c(=O)n1C	x	-61	-6	-5	-17	-0.2	0.3	0.0
COC(=O)c1ccc(CSc2nnc(CS(=O)Cc3ccc(Br)cc3)n2-c2ccccc2)cc1 (centres undefined)	-44	-12	1	5	-7	0.3	5.5	0.0
CN1CCN(S(=O)(=O)Cc2ccc(Cl)cc2)CC1	6	-7	-2	0	-9	-0.3	-0.6	0.0
